PTPN22 act: activators of human LYP (PTPN22) phosphatase; actives 0.11% (n = 96,000); recombinant LYP, DiFMUP fluorescence; 0 = plate median, 100 = signal doubled; Q9Y2R2; activation, % at 2 µM;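 active = activation at 2 µM above a set limit, the mean plus 5 SD, cut at about 37% in these data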
FAK inh: FAK (human) kinase inhibition; Q05397; biochemical FAK kinase activity assay; inhibition, %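 (tested at 7 µM)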; actives 0.84% (n = 97,000); in the data active = inhibition above about 19%;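 note: 0% = DMSO and 100% = reference compound high control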
Target sequence (Q05397 whole entry, looked up): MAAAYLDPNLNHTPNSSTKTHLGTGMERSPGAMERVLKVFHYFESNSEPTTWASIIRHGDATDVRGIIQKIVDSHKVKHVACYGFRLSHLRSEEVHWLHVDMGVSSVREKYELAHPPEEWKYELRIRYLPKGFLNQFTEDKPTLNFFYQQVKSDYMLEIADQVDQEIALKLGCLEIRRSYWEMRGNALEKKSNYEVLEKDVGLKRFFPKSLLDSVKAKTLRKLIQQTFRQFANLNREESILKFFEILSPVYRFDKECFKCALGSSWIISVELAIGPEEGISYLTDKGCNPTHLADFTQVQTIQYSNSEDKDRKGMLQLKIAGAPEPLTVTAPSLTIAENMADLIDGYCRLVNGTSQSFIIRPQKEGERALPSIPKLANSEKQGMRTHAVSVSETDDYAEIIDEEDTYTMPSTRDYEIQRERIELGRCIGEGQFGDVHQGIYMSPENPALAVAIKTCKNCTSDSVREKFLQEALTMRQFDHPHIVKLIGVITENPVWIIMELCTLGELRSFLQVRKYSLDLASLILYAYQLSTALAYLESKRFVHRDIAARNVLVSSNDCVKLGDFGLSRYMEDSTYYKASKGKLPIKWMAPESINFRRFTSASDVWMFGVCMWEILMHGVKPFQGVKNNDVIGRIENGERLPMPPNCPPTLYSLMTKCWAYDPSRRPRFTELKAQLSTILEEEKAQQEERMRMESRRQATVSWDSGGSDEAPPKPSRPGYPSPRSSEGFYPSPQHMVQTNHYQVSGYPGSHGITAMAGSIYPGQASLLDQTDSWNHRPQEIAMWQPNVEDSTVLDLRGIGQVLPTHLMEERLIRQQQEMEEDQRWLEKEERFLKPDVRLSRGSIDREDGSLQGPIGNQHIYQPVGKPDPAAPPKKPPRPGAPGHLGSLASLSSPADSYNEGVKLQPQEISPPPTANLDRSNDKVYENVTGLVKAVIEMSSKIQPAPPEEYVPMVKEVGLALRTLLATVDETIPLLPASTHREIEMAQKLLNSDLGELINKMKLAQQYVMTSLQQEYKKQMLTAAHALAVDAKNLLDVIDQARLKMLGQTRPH
Pyk2 oligo antag: blocks oligomerization of human Pyk2 in cells; Q14289; actives 0.83% (n = 99,000); Q293 cells, Pyk2 FERM NanoBiT luminescence; stronger effect = lower value; z-score (the deposit names both 25 µM and 10 µM);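 active = Z-score of -3 or lower, scaled per plate to the spread of control and sample wells; inactive = z-score above -3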;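 note: negative z-score means lost luminescence so less FERM oligomerization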
F-actin modifier: alters cytoskeleton assembly in HUVEC cells | HUVEC TNFa F-actin phalloidin imaging, high content | inhibition, % at 2 µM | actives 0.18% (n = 91,000) | AID 836;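 active = inhibition above the batch mean plus 3 SD and confirmed as a hit by visual image inspection, cut at about 30% in these data, passing the limit was not always enough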; note: strong numbers were not always called active
PLK1 kinase inh: PLK1 (human) kinase inhibition; recombinant PLK1 kinase, TR-FRET peptide phosphorylation; AID 619; inhibition, % at 10 µM; P53350; actives 0.53% (n = 97,000);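 active = inhibition of 50% or more in the single-concentration screen; inactive = inhibition below 50%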;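 note: 0% = DMSO max control and 100% = H-89 dihydrochloride min control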
LYP inh 2: LYP (human) phosphatase inhibition; Q9Y2R2; recombinant LYP catalytic domain, DiFMUP fluorescence; inhibition, % at 2 µM; actives 0.21% (n = 96,000);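 active = inhibition at 2 µM at or above a set limit, the screen mean plus 3 SD, cut at about 24% in these data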;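 note: 0% = DMSO with enzyme and 100% = enzyme fully blocked by orthovanadate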
EphB4 antag: antagonists of human EphB4-ephrin-B2 interaction; P54760; EphB4 LBD / TNYL-RAW-Alexa532 peptide, fluorescence polarization; inhibition, % at 7 µM; actives 0.15% (n = 97,000); AID 720;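 active = inhibition above the screen-wide mean inhibition plus 3 SD, cut at about 15% in these data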;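 note: 0% = DMSO wells and 100% = excess unlabeled TNYL-RAW peptide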
PLK1 PBD inh: inhibitors of human Plk1 polo box domain binding | P53350 | AID 693 | Plk1 PBD phosphopeptide binding, fluorescence polarization | actives 0.13% (n = 97,000) | inhibition, %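 (tested at about 20 µM)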; in the data active = inhibition above about 34%, passing the limit was not always enough
HIV Rev-RRE inh: inhibitors of HIV-1 Rev-RRE RNA interaction; P05866; Rev peptide-RRE RNA binding, FRET; inhibition, % at 8 µM; actives 0.79% (n = 97,000); AID 704;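 active = inhibition above the screen-wide mean plus 3 SD, cut at about 35% in these data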;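 note: 0% = median DMSO wells and 100% = median Neomycin B control wells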
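Probe or stimulus: fluorescein-Rev peptide as binding partner; assay system: Cy5-tagged RRE RNA duplex with fluorescein-tagged Rev peptide; timing: 5 min compound–RNA preincubation, then 15 min with peptide, 25 °C; medium: HEPES pH 7.5 buffer with KCl, MgCl2, NaCl and EDTA; signal: fluorescein-to-Cy5 FRET, 480 nm excitation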
* hit, by the source's call; / = not tested or not shown. Compounds as they come; any-hit rate near 3.5%.

(1) CCCc1cc(C(=O)Nc2cccnc2Cl)no1
(2) CCCOc1ccc(C2c3c(oc4ccccc4c3=O)C(=O)N2CCN(CC)CC)cc1OC (stereo not given)
(3) Cc1ccc(S(=O)(=O)C2(C(=O)N(C)C3CCCCC3)CC2)cc1
(4) COc1ccccc1N(CC(=O)NC(C)(C)C)C(=O)C1CSC(=O)C1 (stereo not given)
(5) O=C(NNC(=O)c1ccc2ccccc2c1O)c1ccccc1Cl
(6) Cc1cccc(-c2noc(-c3ccc(F)cc3)n2)c1

Screen / compound no.,1,2,3,4,5,6
Pyk2 oligo antag,0.28,1.2,0.91,0.81,1.1,0.12
PLK1 PBD inh,-5,-22,-5,6,5,-11
F-actin modifier,/,/,-5,-14,21,30
HIV Rev-RRE inh,5,2,6,2,4,12
PLK1 kinase inh,-2,-16,-18,-16,-17,-11
PTPN22 act,-3,-4,0,-1,-20,13
LYP inh 2,6,2,-2,4,24*,-14
FAK inh,3,1,13,1,1,1
EphB4 antag,3,-1,1,3,3,3

(7) O=C(Nc1nc2ccc(S(=O)(=O)N3CCCC3)cc2s1)c1cccs1
(8) O=C(CSc1nnc(-c2ccncc2)n1-c1ccc(Cl)cc1)N1CCOCC1
(9) O=C(CSc1nccn1-c1ccccc1)c1ccc(Br)cc1
(10) CN1C=CC=C/C1=C(\C#N)c1nc2ccccc2[nH]1
(11) COc1cccc(C(=O)NC2=NCCS2)c1OC
(12) Cc1cccc(S(=O)(=O)Nc2cccc(-c3cn4ccsc4n3)c2)c1

Screen / compound no.,7,8,9,10,11,12
Pyk2 oligo antag,-2,-0.03,-0.85,-0.45,1.5,-2.1
PLK1 PBD inh,1,11,0,-4,17,14
F-actin modifier,5,-2,/,-9,14,-28
HIV Rev-RRE inh,8,0,3,1,6,4
PLK1 kinase inh,-13,-9,-7,-13,-12,-2
PTPN22 act,6,-4,0,6,0,-1
LYP inh 2,-4,4,2,-10,0,-1
FAK inh,-2,1,7,-1,-2,3
EphB4 antag,2,-4,6,-9,-2,-1

(13) N#Cc1c(NC2CCCCC2)nc(-c2ccco2)c2c1CCCC2
(14) CCc1ccccc1NC(=O)CSc1nc2c(c(-c3ccco3)c1C#N)CCCC2
(15) CCCCNC(NCCCC)=C(S(=O)(=O)CC)S(=O)(=O)CC
(16) COc1ccc(-c2nc(C#N)c(N3CCCCCC3)o2)cc1OC
(17) CC1=C(C(=O)Nc2ccccc2)C(c2ccco2)C(C#N)=C(SCC(=O)Nc2cccc(C)c2C)N1 (stereo not given)
(18) CCOC(=O)c1c(NC(=O)Cn2cc([N+](=O)[O-])cn2)sc2c1CCC2

Screen / compound no.,13,14,15,16,17,18
Pyk2 oligo antag,0.67,-2,0.33,-0.53,-0.45,-0.73
PLK1 PBD inh,-12,25,-14,16,2,4
F-actin modifier,2,-12,11,-30,-20,-25
HIV Rev-RRE inh,21,3,2,10,10,5
PLK1 kinase inh,-8,-19,-7,4,-11,-10
PTPN22 act,-7,9,-4,7,-6,-2
LYP inh 2,10,-6,2,-9,10,7
FAK inh,1,-35,0,3,1,1
EphB4 antag,-7,0,5,7,2,-5

(19) O=C(CSc1nnc(CNC(=O)c2ccco2)o1)c1ccc(Cl)cc1
(20) CN(CC(=O)NCc1cccs1)S(=O)(=O)c1cccc2cccnc12
(21) CCC(CC)C(=O)c1c[nH]c(C(=O)NCc2ccco2)c1
(22) O=C(c1csc2c1CCCC2)N1CCN(c2cccc(C(F)(F)F)c2)CC1
(23) CCOc1cc(S(=O)(=O)Nc2cc(C)cc(C)c2)ccc1Cl
(24) O=S(=O)(c1ccc(Cl)cc1)N1CCC(N2CCCCCC2)CC1

Screen / compound no.,19,20,21,22,23,24
Pyk2 oligo antag,0.33,/,-0.39,0.34,-2.4,0.94
PLK1 PBD inh,3,11,-43,-6,-26,-10
F-actin modifier,-10,10,16,3,1,-4
HIV Rev-RRE inh,-1,4,1,12,15,8
PLK1 kinase inh,-4,-9,-6,1,-28,-2
PTPN22 act,-8,-8,-3,-5,7,-1
LYP inh 2,11,7,0,6,-10,-2
FAK inh,-1,-1,-2,1,4,5
EphB4 antag,2,-6,5,4,3,5

The last 2 compounds of the part above come first, to join the parts:
(23) CCOc1cc(S(=O)(=O)Nc2cc(C)cc(C)c2)ccc1Cl
(24) O=S(=O)(c1ccc(Cl)cc1)N1CCC(N2CCCCCC2)CC1
(25) Cc1ccc(-c2nnc(C)c(N3CCOCC3)n2)cc1
(26) CCCC(=O)N=C1SC2CS(=O)(=O)CC2N1c1ccc(CC)cc1 (stereo not given)
(27) O=C(COC(=O)C1CCC1)NCc1ccccc1Cl
(28) COc1cc(S(=O)(=O)Nc2ccccc2C)ccc1Cl
(29) Cc1cc(NC(=O)CSc2nnc(Cc3ccccc3)n2C)no1
(30) Cc1ccc(SC(C)C(=O)Nc2cccnc2)cc1 (stereo not given)

Screen / compound no.,23,24,25,26,27,28,29,30
Pyk2 oligo antag,-2.4,0.94,-0.3,-0.15,0.38,-0.41,0.27,2.5
PLK1 PBD inh,-26,-10,1,5,-7,15,-24,-1
F-actin modifier,1,-4,4,-6,-14,6,19,-4
HIV Rev-RRE inh,15,8,7,2,11,8,1,7
PLK1 kinase inh,-28,-2,-5,-10,-11,-5,1,-5
PTPN22 act,7,-1,2,-3,-8,-8,-11,-5
LYP inh 2,-10,-2,0,1,8,8,8,5
FAK inh,4,5,0,2,-3,1,-2,10
EphB4 antag,3,5,2,2,1,0,5,4

(31) Cc1c(C(=O)Nc2ccncc2)oc2ccccc12
(32) Cc1nn(Cc2ccc(Cl)cc2Cl)c(Cl)c1/C=C/C(=O)OCC(=O)NCC(F)(F)F
(33) CCC1(NC(C)=O)CC2CC1CC2NC(C)=O (stereo not given)
(34) Cc1ccc(/C=N/NC(=S)NC(C)C)o1
(35) c1ccc(N2CCN(c3c4c(nc5ncnn35)CCC4)CC2)cc1
(36) COC(=O)c1sc(S(=O)(=O)N2CCCCC2)c(C(=O)OC)c1C

Screen / compound no.,31,32,33,34,35,36
Pyk2 oligo antag,0.91,-0.75,-0.83,-0.07,0.87,-1.2
PLK1 PBD inh,8,4,-12,0,4,6
F-actin modifier,3,/,9,5,12,0
HIV Rev-RRE inh,0,3,6,6,3,9
PLK1 kinase inh,-14,-2,-8,-5,0,-12
PTPN22 act,0,-4,3,7,4,3
LYP inh 2,-2,8,-6,-4,-1,-6
FAK inh,1,-1,-1,0,1,5
EphB4 antag,-2,3,6,8,3,0

(37) N#CCSc1nc2sc3c(c2c(=O)n1C1CCCCC1)CCCC3
(38) CCc1cc(Br)ccc1NC(=O)C1CCCO1 (stereo not given)
(39) CC(C)Oc1ccc(CNC(=S)N/N=C/c2cccnc2)cc1
(40) CC(Sc1ccccc1)C(=O)Nc1ccc(N2CCOCC2)cc1 (stereo not given)
(41) COc1ccc(Cl)cc1N1C(=O)CC(N2CCc3ccccc32)C1=O (stereo not given)
(42) COc1cc2c(C(=O)N3CCN(Cc4ccc5c(c4)OCO5)CC3)cn(C)c(=O)c2cc1OC

Screen / compound no.,37,38,39,40,41,42
Pyk2 oligo antag,-2.2,1.2,3.3,0.85,0.36,0.89
PLK1 PBD inh,-22,20,3,3,6,17
F-actin modifier,-3,-19,-2,3,8,-5
HIV Rev-RRE inh,3,3,-4,-2,3,2
PLK1 kinase inh,-5,-11,-10,-15,-3,8
PTPN22 act,-1,4,-3,7,2,13
LYP inh 2,-2,-10,8,-10,-5,-9
FAK inh,2,0,2,1,2,-3
EphB4 antag,-3,-1,-9,6,2,-9

(43) CCN1CCCC1CN=Cc1c(O)n(-c2ccccc2)c(=O)c2ccccc12 (stereo not given)
(44) CCOC(=O)c1[nH]c(C)c(/C(O)=C2\C(=O)C(=O)N(CCCN(C)C)C2c2cccnc2)c1C (stereo not given)
(45) CC1CCN(C(=O)/C(=C/c2ccccc2Cl)c2ccccc2)CC1
(46) CC(C)(C)C(=O)N(Cc1nc2ccccc2c(=O)[nH]1)Cc1cccs1
(47) O=c1[nH]n(CC2COC3(CCCCC3)O2)c(=O)c2ccccc12 (stereo not given)
(48) N#Cc1ccccc1OCCN1C(=O)c2ccccc2C1=O

Screen / compound no.,43,44,45,46,47,48
Pyk2 oligo antag,0.62,0.38,-3.9*,0.06,0.61,-0.07
PLK1 PBD inh,9,3,17,-4,-4,-3
F-actin modifier,-26,-1,-7,-15,/,40
HIV Rev-RRE inh,3,3,9,2,-1,8
PLK1 kinase inh,-7,0,-7,-7,-4,-6
PTPN22 act,-2,1,5,-2,-4,-3
LYP inh 2,4,-1,1,-1,3,2
FAK inh,1,6,6,-1,0,0
EphB4 antag,-5,3,0,-2,0,4

Given with values ahead of the structure: part of the list above
cpd	Pyk2 oligo antag	PLK1 PBD inh	F-actin modifier	HIV Rev-RRE inh	PLK1 kinase inh	PTPN22 act	LYP inh 2	FAK inh	EphB4 antag	structure
20	/	11	10	4	-9	-8	7	-1	-6	CN(CC(=O)NCc1cccs1)S(=O)(=O)c1cccc2cccnc12
32	-0.75	4	/	3	-2	-4	8	-1	3	Cc1nn(Cc2ccc(Cl)cc2Cl)c(Cl)c1/C=C/C(=O)OCC(=O)NCC(F)(F)F

Next structures follow.
(49) c1ccc(N2CCN(c3cnccn3)CC2)nc1
(50) CC(C)(C)c1ccc(OCC(=O)NCc2ccco2)c(Br)c1
(51) Cc1cc(NC(=O)CCC(=O)N(Cc2ccco2)C2(C(=O)NC3CCCCC3)CCN(C)CC2)no1
(52) CCC(=O)N1c2ccccc2[C@@H](N(C(C)=O)c2ccccc2)C[C@H]1C
(53) O=C(CSc1nc(-c2cccs2)cc(C(F)(F)F)n1)NCc1ccco1
(54) CCOc1ccc(C(c2nnnn2Cc2ccccc2)N2CCN(C(=O)c3ccco3)CC2)cc1 (stereo not given)
(55) CC(C)C(=O)NS(=O)(=O)c1ccc(N)cc1
(56) CC(C)C(c1nnnn1C1CCCCC1)N1CCN(c2ncccn2)CC1 (stereo not given)
(57) CCCCn1c(SCC(=O)Nc2nnc(C)s2)nc2c1c(=O)n(C)c(=O)n2C

Screen / compound no.,49,50,51,52,53,54,55,56,57
Pyk2 oligo antag,-0.17,0.88,0.04,1.8,-0.45,0.08,2.6,0.55,0.93
PLK1 PBD inh,-12,-14,23,-3,6,8,0,-56,-7
F-actin modifier,4,-4,-33,-21,0,12,11,-2,29
HIV Rev-RRE inh,5,8,4,-1,6,2,2,6,10
PLK1 kinase inh,-7,-10,-14,-6,-15,5,-8,-3,-10
PTPN22 act,0,0,-2,7,-4,6,10,-3,-3
LYP inh 2,-2,0,-1,-4,1,-2,-13,6,7
FAK inh,4,-1,-7,3,-1,-2,-5,-8,2
EphB4 antag,2,2,-2,7,2,1,-13,1,0
